HePTP inhibitor: human HePTP phosphatase inhibition; inhibition, % at 20 µM; P35236; recombinant HePTP phosphatase activity, OD absorbance; AID 521; hit rate 0.64% among 110,000; in the data active = inhibition above about 50%;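 also: plate controls were vehicle for no effect and reference inhibitor for full effect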
Target sequence (P35236 whole entry, looked up): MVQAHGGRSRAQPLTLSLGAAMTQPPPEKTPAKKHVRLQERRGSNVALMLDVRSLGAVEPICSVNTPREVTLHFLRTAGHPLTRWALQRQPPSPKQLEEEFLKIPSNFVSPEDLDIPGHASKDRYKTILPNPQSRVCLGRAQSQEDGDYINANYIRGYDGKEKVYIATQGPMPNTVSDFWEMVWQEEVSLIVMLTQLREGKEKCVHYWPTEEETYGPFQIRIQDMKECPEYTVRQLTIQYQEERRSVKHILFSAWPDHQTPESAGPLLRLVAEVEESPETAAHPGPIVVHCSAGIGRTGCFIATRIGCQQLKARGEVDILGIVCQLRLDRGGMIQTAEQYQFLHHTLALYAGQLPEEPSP
BAP1 inh: blocks human BAP1 ubiquitin-AMC hydrolysis; Q92560; AID 436; activity remaining (% of control), % at 20 µM; recombinant BAP1, Ub-AMC hydrolysis fluorescence kinetic; stronger effect = lower value; hit rate 0.48% among 72,000;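 active = activity remaining at or below 50% of control, provided the compound also passes the data quality filters; inactive = the rest, including low values that fail the filters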;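 also: 100% = DMSO wells rate and 0% = substrate alone blank rate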
Target sequence (Q92560 whole entry, looked up): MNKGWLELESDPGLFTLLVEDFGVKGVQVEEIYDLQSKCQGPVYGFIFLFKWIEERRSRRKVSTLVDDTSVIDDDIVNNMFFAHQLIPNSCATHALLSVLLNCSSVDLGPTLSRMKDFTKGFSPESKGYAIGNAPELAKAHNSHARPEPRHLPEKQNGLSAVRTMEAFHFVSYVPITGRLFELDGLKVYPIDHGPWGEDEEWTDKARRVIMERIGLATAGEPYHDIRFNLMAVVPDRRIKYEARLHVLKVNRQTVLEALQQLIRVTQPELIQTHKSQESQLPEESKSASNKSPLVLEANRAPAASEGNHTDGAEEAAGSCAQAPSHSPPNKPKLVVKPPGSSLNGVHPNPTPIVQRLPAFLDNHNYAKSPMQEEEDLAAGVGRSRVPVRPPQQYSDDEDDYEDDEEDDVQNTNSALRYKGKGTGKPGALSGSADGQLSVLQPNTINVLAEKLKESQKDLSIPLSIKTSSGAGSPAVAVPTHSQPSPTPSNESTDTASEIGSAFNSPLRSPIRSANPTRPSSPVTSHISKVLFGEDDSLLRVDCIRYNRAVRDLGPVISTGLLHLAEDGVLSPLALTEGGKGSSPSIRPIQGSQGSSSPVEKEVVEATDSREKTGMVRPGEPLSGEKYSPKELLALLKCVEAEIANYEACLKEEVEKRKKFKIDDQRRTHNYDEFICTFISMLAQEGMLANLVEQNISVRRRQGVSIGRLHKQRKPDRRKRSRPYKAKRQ
Numbers without * were called inactive; / = not tested or not shown; & = joins results of further samples.

SMILES | HePTP inhibitor | BAP1 inh
COc1cc(NC(=O)C2CC(=O)NC3=C2C(=O)CC(C)(C)C3)c(OC)cc1Cl (configuration not stated) | 5 | 98
COc1ccc(-c2cc(C(F)(F)F)n3nc(C(=O)Nc4cccc(O)c4)cc3n2)cc1OC | 7 | /
Cc1cccc(-n2ncc3c(Nc4c(C)n(C)n(-c5ccccc5)c4=O)ncnc32)c1 | -7 | 101
CC(/C=C/c1ccccc1)=NNC(=O)c1ccc(Cl)cc1O | -9 | /
O=C(Nc1ccccc1O)c1cccnc1 | 4 | /
O=c1[nH]c2ccccc2n1C1=CCCC1 | -7 | 56
O=C(c1cc2ncc(Br)cn2n1)N1CCOCC1 | -7 | /
O=C(c1cccc([N+](=O)[O-])c1)N1N=C(c2ccccc2)CC1(O)C(F)(F)F (configuration not stated) | 8 | /
O=c1oc2cc(OCCc3ccccc3)ccc2c2c1CCC2 | 7 | /
O=C(N/N=C/c1ccccc1O)c1cc(C2CC2)[nH]n1 | -7 | /
CC1(C)N=C(N)NC(Nc2ccccc2)=N1 | -16 | /
CCOc1cc(C(=O)Nc2sc(C)c(C)c2C(=O)OC)cc(OCC)c1OCC | 7 | /
Cc1cc(C)cc(N(CC(=O)NCC2CCCO2)S(=O)(=O)c2ccccc2)c1 (configuration not stated) | 10 | /
CCNc1nc2c(c(=O)[nH]c(=O)n2C)n1CC(C)C | -12 | 89
Cc1cc(C)n2nc(SCc3cc(=O)n4c(C)cccc4n3)nc2n1 | 5 | 84
COc1ccc(CCNC(=O)C(Cl)(Cl)Cl)cc1 | -9 | /
CCN(CCCNC(=O)CN1C(=O)COc2ccccc21)c1ccccc1 | -9 | /
N#CCCN1CCN(S(=O)(=O)c2ccc(S(=O)(=O)NCc3ccccc3)cc2)CC1 | -6 | 98
O=C(O)C1CCCCC1C(=O)NCc1ccccc1 (configuration not stated) | -3 | /
O=C1c2ccccc2C(=O)N1Cc1nc2ccccc2c(=O)n1Cc1ccco1 | 3 | 89
FC(F)(F)c1cc(-c2cccs2)nc(NCc2ccco2)n1 | -1 | /
O=C1CC(N2CCN(c3ncccn3)CC2)C(=O)N1c1ccc(I)cc1 (configuration not stated) | -5 | /
O=C(NCCN1CCN(c2ccccc2)CC1)C1CCCN(S(=O)(=O)c2cnc[nH]2)C1 (configuration not stated) | -6 | 99
CCN1CCCC1CNC(=O)c1ccc2c(=O)n(CCOC)c(=O)[nH]c2c1 (configuration not stated) | 7 | /
Cc1cc(C(=O)OCC(=O)c2c(N)n(C)c(=O)n(C)c2=O)c(C)n1-c1ccccc1 | 6 | 118
Nc1ccccc1S(=O)(=O)c1ccccc1N | 8 | 99
c1ccc(-c2nc3ccccc3nc2-c2ccccn2)nc1 | 1 | 83
COc1cc(/C=C2\SC(=O)N(c3c(C)n(C)n(-c4ccccc4)c3=O)C2=O)ccc1O | -16 | /
O=C(NCc1ccco1)c1nc(-c2ccccc2)n(-c2ccccc2)n1 | 0 | 103
COc1ccc(CC(=O)Nc2cccc(C(=O)O)c2C)cc1 | -3 | 73
N#Cc1c(NC(=O)c2cnn3c2NC(c2cccs2)CC3C(F)(F)F)sc2c1CCCC2 (configuration not stated) | / | 58
CN1CCN(CCC(=O)Nc2ccc(F)c(F)c2)CC1 | -6 | /
COc1cccc(-c2nnc3sc(C4CCCCC4)nn23)c1 | 12 | 151
O=C(NCC1(c2ccccc2)CCOCC1)c1ccccc1Cl | / | 172
O=C(Nc1cc(Sc2ccccc2)cc([N+](=O)[O-])c1)c1ccc(F)c(F)c1 | -5 | /
Cc1noc(NS(=O)(=O)c2ccc(NC(=O)COc3ccccc3)cc2)c1C | 9 | 160
CCOC(=O)c1[nH]c(C)c(C(=O)Nc2ccccc2F)c1C | 3 | 107
Cc1ccnc(N2CCC(C(=O)NCc3ccc4c(c3)OCO4)CC2)n1 | -3 | 88
O=C1CC(Nc2ccc(N3CCOCC3)cc2)C(=O)N1c1cccc(Cl)c1 (configuration not stated) | 1 | /
CC(=O)Nc1ccc(S(=O)(=O)Nc2ccccc2C(=O)Nc2ccccc2)cc1 | 3 | /
CC(C)NC(=O)C1CCCN(S(C)(=O)=O)C1 (configuration not stated) | 1 | 118
C=CCn1c(SCC(=O)Nc2ccc3c(c2)OCO3)nnc1-c1cc(Br)ccc1O | 5 | 78
CCc1ccccc1NC(=O)c1ccc(CN2CCc3ccccc3C2)cc1 | -11 | /
COc1cccc(N(CC(=O)Nc2ccc(C)cc2)S(=O)(=O)c2ccccc2)c1 | -6 | /
CC(C)CCn1c(=S)[nH]c2ncccc2c1=O | -5 | 95
O=C(O)CNC(=O)c1cncc(O)c1 | / | 106
CCOC(=O)c1c(NC(=O)c2ccoc2C)sc2c1CCC(C)C2 (configuration not stated) | -9 | /
c1ccc(Nc2ncnc3sc4c(c23)CCC4)cc1 | -14 | /
Cc1ncc(CO)c2c1OC(C)(C)OC2 | 5 | 98
Cc1cc(C=C2C(=O)NC(=S)NC2=O)c(C)n1-c1cccnc1 | 23 | /
(next part)
SMILES | HePTP inhibitor | BAP1 inh
Cc1ccc2[nH]c(C(=O)N/N=C/c3ccncc3)c(-c3ccccc3)c2c1 | 4 | /
CC(C)(C)NC(=O)CSc1nnc(CN2CCCCCC2=O)n1-c1ccccn1 | 11 | 109
Cc1ccc(S(=O)(=O)N(CC(=O)NCC2CCCO2)c2ccc(C(C)C)cc2)cc1 (configuration not stated) | 9 | /
Cc1cc(C(=O)Nc2nc(-c3ccc(Cl)cc3)cs2)ccc1[N+](=O)[O-] | -19 | /
Cc1c(C(=O)NCc2cccnc2)oc2ccc(S(=O)(=O)N3CCCCCC3)cc12 | 0 | /
Cc1ccc(N=C(NO)C(=Nc2ccc(C)c(C)c2)NO)cc1C | -4 | /
OC1CC(c2ccco2)NC2(CCCCC2)C1 (configuration not stated) | 0 | /
CC1CCc2c(sc(NC(=O)c3ccccc3Cl)c2C(=O)Nc2ccccc2Cl)C1 (configuration not stated) | 5 | /
N#Cc1ccc(NC(=O)COC(=O)C2=COCCO2)cc1 | 11 | 89
CN1CCN(CC(=O)N(C)c2nc(-c3ccccc3)cs2)CC1 | -8 | 101

Reformatted: entries from further up.
| compound | HePTP inhibitor | BAP1 inh |
| --- | --- | --- |
| CC(C)NC(=O)C1CCCN(S(C)(=O)=O)C1 (configuration not stated) | 1 | 118 |
| C=CCn1c(SCC(=O)Nc2ccc3c(c2)OCO3)nnc1-c1cc(Br)ccc1O | 5 | 78 |
| CCc1ccccc1NC(=O)c1ccc(CN2CCc3ccccc3C2)cc1 | -11 | / |
| COc1cccc(N(CC(=O)Nc2ccc(C)cc2)S(=O)(=O)c2ccccc2)c1 | -6 | / |
| CC(C)CCn1c(=S)[nH]c2ncccc2c1=O | -5 | 95 |
| O=C(O)CNC(=O)c1cncc(O)c1 | / | 106 |

Single values from the list.
BAP1 inh, `CN1CCN(CC(=O)N(C)c2nc(-c3ccccc3)cs2)CC1` : 101
HePTP inhibitor, `OC1CC(c2ccco2)NC2(CCCCC2)C1` (configuration not stated) : 0
HePTP inhibitor, `Cc1ccc(S(=O)(=O)N(CC(=O)NCC2CCCO2)c2ccc(C(C)C)cc2)cc1` (configuration not stated) : 9
HePTP inhibitor, `Cc1c(C(=O)NCc2cccnc2)oc2ccc(S(=O)(=O)N3CCCCCC3)cc12` : 0
HePTP inhibitor, `CC(C)(C)NC(=O)CSc1nnc(CN2CCCCCC2=O)n1-c1ccccn1` : 11

Continued.
SMILES | HePTP inhibitor | BAP1 inh
CSc1nnc(Cn2c(=O)sc3ccccc32)n1-c1cccc(Cl)c1 | 1 | 93
Cc1cc(NC(=O)CSc2nc(C3CC3)nc3sc4c(c23)CCC(C)C4)no1 (configuration not stated) | 6 | 68
OC[C@H]1O[C@@H](n2cnc3c(N[C@H]4CC5CCC4C5)ncnc32)[C@H](O)[C@@H]1O (some centres not stated) | / | 93
Cc1ccc(OCC(=O)N(Cc2ccc(N(C)C)cc2)C2CCS(=O)(=O)C2)cc1 (configuration not stated) | 7 | 100
CC(=O)C1=C(O)C(=O)N(CCN(C)C)C1c1ccc2c(c1)OCO2 (configuration not stated) | -16 | /
Cc1ccc(C)c(-n2c(SCC(=O)Nc3nonc3C)nnc2-c2ccoc2C)c1 | 1 | 114
CCOC(=O)c1c(NC(=O)/C=C/c2ccco2)sc2c1CCCC2 | -4 | /
COc1ccccc1N(CN1CCCC1=O)C(=O)c1ccccc1F | 2 | 105
COc1cc(NC(=O)Cn2c(-c3cncs3)nc3ccccc32)cc(OC)c1OC | -1 | 89
Brc1c(OCCOCCn2cncn2)ccc2ccccc12 | 7 | 80
COc1cc(/C=N\n2nnnc2N)ccc1OCc1ccc(F)cc1 | 1&-1 | 146
O=C(Nc1ccccc1)Nc1nnc(Cc2ccc([N+](=O)[O-])cc2)s1 | 2 | /
O=C(c1cc2ccccc2cc1OCC(O)CN1CCCCC1)N1CCCCC1 (configuration not stated) | 4 | 93
CCCc1cc(=O)[nH]c(SCC(=O)NC2CCCCC2)n1 | 5 | /
O=C(Nc1nccs1)C1CCN(S(=O)(=O)c2cccnc2)CC1 | 4 | 97
Cc1cc(=O)oc2cc3c(cc12)OCCN3 | 6&5 | /
COc1cccc(/C=C2/C=C(c3ccc(C)cc3)OC2=O)c1OC | 6 | /
COc1cccc(-c2nc(N3CCC(C)CC3)c3ccccc3n2)c1O | 4 | /
COn1c(=O)c(-c2ccc(Cl)cc2)[n+]([O-])c2ccccc21 | 3 | /
Oc1ccccc1/C=N/Nc1cc(N2CCCC2)nc(N2CCCC2)n1 | -7 | /
O=C(c1ccccc1)N1CCN(CC2CC=CCC2)CC1 (configuration not stated) | 7 | 102
COC(=O)C(C)N(C(=O)c1ccc(C(=O)c2ccccc2)cc1)c1c(C)cccc1C (configuration not stated) | 3 | /
Cc1ccccc1S(=O)(=O)Cc1ccc(C(=O)NCCCN2CCN(C)CC2)o1 | 3 | 94
O=C(c1ccccc1)N1CC(=O)N2CCc3ccccc3C2C1 (configuration not stated) | 7 | /
Cc1cccc(Nc2ncnc3nc[nH]c23)c1 | 2 | 95
COc1ccc(-n2nnc3c(=O)n(CC(=O)N4CCCc5ccccc54)cnc32)cc1 | 4 | 93
COc1cc2c(cc1NC(=O)c1cccc([N+](=O)[O-])c1C)oc1ccccc12 | -16 | /
COc1cccc(C(=O)Nc2c3c(nn2-c2ccc(Oc4ccccc4)cc2)CSC3)c1OC | / | 112
O=C(O)C1CCCCC1C(=O)NCCCc1ccccc1 (configuration not stated) | -3 | 94
O=C(C1CCN(S(=O)(=O)c2cccc3cccnc23)CC1)N1CCc2ccccc21 | -5 | 97
CN1CCC(O)N1C(=O)c1ccccc1O (configuration not stated) | -2 | /
O=C(CCNS(=O)(=O)c1ccc2c(c1)CCC(=O)N2)NCc1ccc2c(c1)OCO2 | -5 | 93
O=C(O)C1C2C=CC(C2)C1C(=O)Nc1ccc(Br)cc1F (configuration not stated) | 5 | /
Cc1ccc(N(C(C)C(=O)N2CCC(C)CC2)S(C)(=O)=O)cc1C (configuration not stated) | -7 | 114
O=C1CS/C(=N\N=C\c2cn(Cc3ccc(Cl)cc3Cl)nc2-c2ccccc2)N1 | 6 | /
CCc1nc(SCCO)c2oc3ccccc3c2n1 | -6 | 109
O=C(CSCc1ccc(Cl)cc1)N/N=C/c1ccc(Sc2cccc3cccnc23)o1 | 2 | /
Cc1cccc(Cn2c(=O)c3c(nc4n3CCN4Cc3ccco3)n(C)c2=O)c1 | 2 | 86
O=C(c1cnccn1)N(c1ccccc1)C1(C(=O)NC2CCCC2)CCCCC1 | -7 | 85
CCOc1cc2[nH]c(=O)n(CC3CCC(C(=O)NCCCOC)CC3)c(=O)c2cc1OCC (configuration not stated) | -11 | /
Cc1nn(C)c(C)c1S(=O)(=O)N(CC(=O)Nc1nccs1)c1ccc(C(C)C)cc1 | 8 | 99
Cc1ccc(C2=CC(c3ccc(N(C)C)cc3)n3nnnc3N2)cc1 (configuration not stated) | 6 | 71
Nc1nc(SCC(=O)c2ccc(Oc3ccccc3)cc2)n[nH]1 | -9 | /
COC(=O)N1CC(c2ccccc2)CC1=O (configuration not stated) | 1 | 92
CCN1CCc2c(C#N)c(NCc3ccccc3)nc(NCCO)c2C1 | -3 | 74
Cc1ccc(S(=O)(=O)N(C)CCCC(=O)Nc2ccccc2C)cc1 | -8 | /
O=C(CN1CCN(c2ccc(F)cc2)CC1)Nc1cccc(C(F)(F)F)c1 | 9 | 103
COc1ccc(/C(N)=N/OC(=O)c2cccc(F)c2)cc1 | -14 | /
Cc1cc[n+](CC(=O)N(c2ccccc2)C(C)C)cc1 | 7 | /
c1ccc2c(c1)nc1n2CCN1CCNC1CCCCC1 | 5&3 | 92

2 of the compounds above, with two lines to a compound:
Each structure is followed by: HePTP inhibitor | BAP1 inh
> CCN1CCc2c(C#N)c(NCc3ccccc3)nc(NCCO)c2C1
→ -3 | 74
> Cc1ccc(S(=O)(=O)N(C)CCCC(=O)Nc2ccccc2C)cc1
→ -8 | /

Remaining list, next part.
SMILES | HePTP inhibitor | BAP1 inh
O=C(Cn1cnc2ccccc2c1=O)N1CCN(Cc2ccccc2)CC1 | 7 | 98
CCOc1ccccc1NC(=O)CC1NCCNC1=O (configuration not stated) | -8 | 100
Cc1cc(OCC(=O)NCCO)cc(C)c1Cl | 0 | 96
C=CCSc1nc2sc3c(c2c(=O)n1-c1ccccc1)CCc1ccccc1-3 | 7 | /
COCCn1c(SCC(=O)Nc2cccc(OC)c2)nnc1-c1ccc(Cl)cc1 | 12 | 93
Cc1ccccc1NC(=O)c1ccc(S(=O)(=O)N(C)C)cc1 | -1 | 98
CC(C)(C)c1ccc(C(=O)NCCOc2ccccc2Cl)cc1 | 2 | /
CN(C)C(=O)c1cnn(-c2ccccc2)c1NC(=O)c1ccc(Br)cc1 | -2 | /
Cc1c(C(=O)N2CCN(c3ccc(F)cc3)CC2)sc2nc(-c3ccccc3)cn12 | 8 | 77
CC1CCC(C(=O)NC(C(=O)NCCN2CCC(C)CC2)C(C)C)CC1 (configuration not stated) | 11 | 103
CC1=C(C(=O)OCCOc2ccccc2)C(c2ccccc2F)C2=C(CCCC2=O)N1 (configuration not stated) | 6 | /
O=C(C1CCCO1)N1CCc2ccccc21 (configuration not stated) | -6 | 103
CC(C)NC(=O)c1ccc(Cl)c(Cl)c1 | -1 | /

Screening results from PubChem BioAssay.
